# Source: PubChem
# HSF1 inh: HSF1 inhibition. NIH3T3-HGL HSE-luciferase, MG132-induced, luminescence 8 h; stronger effect = lower value. activity change, negative = inhibition, % at 7.5 µM (by protocol). 300,000 tested, 0.77% active. AID 2098;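 active = more than half of replicate wells show activity change below -50%, luminescence cut by over half; inconclusive = some wells, but at most half, below -50%; inactive = no replicate well below -50%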;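 note: luciferase reports HSF-1 transcriptional activity via heat shock element; 0% = median of DMSO wells and -100% = zero luminescence signal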
# HSF-1 act: increases HSF-1 driven luciferase reporter signal; activation, % at 9 µM; AID 504408; NIH3T3-HGL HSF-1 luciferase reporter, MG132, 8 h; 100% = twice DMSO control signal; 300,000 tested, 1.7% active;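 active = mean replicate activation of at least 50% with a set share of replicates each reaching 50%; inconclusive = only one of those two conditions met; inactive = mean below 50% and too few replicates reaching it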;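 note: 0% = median of the neutral control wells and 100% = twice that signal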
# aSyn 5UTR inh: MLPCN primary screen, SNCA 5' untranslated region | alpha-synuclein 5'UTR reporter, inhibitor activity | inhibition, % (tested at 7.5 µM) | 300,000 tested, 0.82% active; in the data active = inhibition above about 60%; inconclusive = no clear call, values can overlap the other calls;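 note: H4 neuroglioblastoma cells stably carrying SNCA 5'UTR luciferase fusion; 0% = DMSO wells and 100% = positive control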
# HSP90 inh: blocks HSP90-mediated luciferase refolding in reticulocyte lysate. Rabbit reticulocyte lysate, luciferase refolding luminescence, 3 h. inhibition, % at 5.6 µM. 290,000 tested, 0.91% active;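 active = inhibition above the screen-wide mean plus 3 SD, computed separately per campaign, cut at about 16% in these data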;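 note: 0% = DMSO wells and 100% = 60 µM geldanamycin wells; inhibitors lower the luminescence because luciferase stays unfolded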
# PolyA inh: blocks polyadenylation in yeast reporter cells; AID 1875; calls only at 12 µM; S. cerevisiae SKY197-pL101 polyadenylation reporter, beta-gal luminescence; efflux-impaired pdr1/pdr3 knockout yeast; score 100 = 6 SD above DMSO; 300,000 tested, 0.02% active;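 active = lowest replicate activity score at least 50, where 100 means six control SD above control mean; inconclusive = lowest score under 50 but half or more replicates reach 50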;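 note: yeast exposed to compound for 9 h at 30 °C; higher score means more reporter readthrough which indicates perturbed polyadenylation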
# GSK3A inh: blocks human GSK-3 alpha kinase; P49840; ADP-Glo luminescence, 60 min; inhibition, % at 10 µM; 320,000 tested, 0.1% active; AID 2650;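 in the data active = inhibition above about 50%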;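 note: GST-tagged GSK-3 alpha with peptide substrate and 25 µM ATP; 0% = DMSO neutral wells and 100% = GW8510 positive control wells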
# Target sequence (P49840 whole entry, looked up): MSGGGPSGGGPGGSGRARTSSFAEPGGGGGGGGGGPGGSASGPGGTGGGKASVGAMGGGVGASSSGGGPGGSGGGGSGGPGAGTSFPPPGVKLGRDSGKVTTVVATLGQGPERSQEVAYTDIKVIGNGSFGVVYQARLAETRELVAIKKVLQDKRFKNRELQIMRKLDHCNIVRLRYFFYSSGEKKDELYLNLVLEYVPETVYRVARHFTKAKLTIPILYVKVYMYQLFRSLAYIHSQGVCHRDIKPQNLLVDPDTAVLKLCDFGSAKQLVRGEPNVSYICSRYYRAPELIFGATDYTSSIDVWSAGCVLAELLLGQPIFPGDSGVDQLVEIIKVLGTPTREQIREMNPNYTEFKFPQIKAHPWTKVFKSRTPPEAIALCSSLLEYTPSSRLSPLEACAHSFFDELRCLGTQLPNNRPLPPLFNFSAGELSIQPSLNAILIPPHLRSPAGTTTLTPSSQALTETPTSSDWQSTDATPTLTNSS
# KLF5 inhibitor: suppresses KLF5 promoter-driven expression; DLD-1 KLF5 promoter-luciferase reporter, luminescence; inhibition, % at 5 µM; 290,000 tested, 0.23% active;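 active = inhibition above a per-plate limit of that plate's mean compound inhibition plus 3 SD, cut at about 60% in these data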;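 note: 0% = DMSO wells and 100% = LY294002 at 200 µM; higher means less KLF5 promoter-driven luciferase light; inactives centre near -14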
# AI-2 QS modul: Vibrio harveyi AI-2 quorum sensing modulation. Vibrio harveyi JMH597 AI-2 luminescence/OD600 ratio, 9 h; stronger effect = lower value; strain lacks LuxN and CqsS sensors; 0 = neutral-control median. activity change, % at 7.5 µM. 300,000 tested, 0.4% active; in the data active = activity change below about -75%, passing the limit was not always enough; inconclusive = no clear call, values can overlap the other calls;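 note: luminescence divided by OD600 gain over 9 h not by final OD600 alone; inactives centre near 13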
# IEC-6 cytotox: IEC-6 cytotoxicity, counter-screen for KLF5 inhibitors. luminescence viability. inhibition, % at 5 µM. 290,000 tested, 0.78% active. AID 1825; in the data active = inhibition above about 22%;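 note: 0% = plate median of test compound wells and 100% = cytotoxic reference compound wells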
# GSK3beta inhib: blocks human GSK3beta kinase activity | P49841 | GST-GSK3beta kinase, ADP-Glo luminescence, 60 min; stronger effect = lower value | activity score (negative = inhibition), % at 10 µM | 300,000 tested, 0.038% active;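 active = more than half of replicate wells score below -50%, meaning over 50% inhibition versus plate controls; inconclusive = some replicates but at most half score below -50%; inactive = no replicate scores below -50%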;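 note: 0% = median DMSO wells and -100% = median GW8510 positive control wells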
# Target sequence (P49841 whole entry, looked up): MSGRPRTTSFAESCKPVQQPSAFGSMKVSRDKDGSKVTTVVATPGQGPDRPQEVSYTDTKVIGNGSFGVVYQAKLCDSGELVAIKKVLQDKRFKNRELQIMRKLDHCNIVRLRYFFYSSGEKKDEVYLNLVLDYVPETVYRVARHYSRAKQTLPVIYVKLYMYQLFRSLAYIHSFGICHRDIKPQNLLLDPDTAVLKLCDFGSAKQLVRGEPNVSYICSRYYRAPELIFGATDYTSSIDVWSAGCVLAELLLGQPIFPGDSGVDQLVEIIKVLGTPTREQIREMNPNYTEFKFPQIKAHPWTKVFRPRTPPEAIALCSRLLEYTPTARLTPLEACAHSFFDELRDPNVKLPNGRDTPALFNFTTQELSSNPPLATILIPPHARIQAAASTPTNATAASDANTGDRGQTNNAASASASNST
#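 Assay system: GST-tagged human GSK3beta kinase, cell-free; Input: 1.6 ng GSK3beta; Medium: Tris/MgCl2 kinase buffer; Timing: 60 min enzyme reaction, room temperature; Signal: ADP-Glo luminescence quantifying ADP generated by kinase; Evaluation: score relative to plate controls; Benchmarks: DMSO neutral wells and GW8510 at 20 µM as positive.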
# Starred values were filed as active, the others as inactive; i = inactive; ? = inconclusive; · = no result given. An excerpt (hit frequency here may not be typical).
SMILES,HSF1 inh,HSF-1 act,aSyn 5UTR inh,HSP90 inh,PolyA inh,GSK3A inh,KLF5 inhibitor,AI-2 QS modul,IEC-6 cytotox,GSK3beta inhib
COc1ccc(CCNC(=O)CNC(=O)Cn2cnc3sc(C)c(C)c3c2=O)cc1OC,-1,1,-6,1,i,-2,-14,3,5,3
Cn1c(CNS(=O)(=O)c2ccc(F)cc2)n[nH]c1=S,-7,-4,10,-4,i,2,-16,2,-3,-5
CCC1(C)Cc2c(sc3[nH]c(=S)n(Cc4ccccc4)c(=O)c23)CO1 (stereo unspecified),0,-13,24,-4,i,-2,-37,27,-4,5
Cc1csc(SCC(=O)Nc2cc(C(C)(C)C)nn2-c2ccccc2)n1,-4,3,-6,3,i,-1,-24,27,-1,1
Cc1ccccc1NC(=O)CC1(c2ccc(N(C)C)cc2)C(=O)c2ccccc2C1=O,-6,-13,7,-4,i,0,-7,28,-2,-2
O=C1N/C(=N\N=C\c2ccc3ncccc3c2)SC1Cc1ccc(SC(F)F)cc1 (stereo unspecified),·,·,-50,0,·,-3,-26,19,-1,-1
CCN(CC)P1(=O)OC(c2cc(OC)c(OC)c(OC)c2)=Nc2c1c(C)nn2-c1ccccc1 (stereo unspecified),-7,0,-33,2,i,0,-14,44,0,1
Cc1nn(Cc2ccccc2)c(Cl)c1/C=C/C(=O)OCC(=O)NC(C)C(C)C (stereo unspecified),-6,2,-6,1,i,1,-16,16,3,0
Cc1nc2nc(-c3ccco3)[nH]n2c(=O)c1Cc1ccccc1,0,25,10,-1,i,2,-14,2,-1,-1
CC(=O)OCC(=O)Nc1c(C)cc(C)cc1C,3,2,-8,2,i,0,-4,-3,2,-1
Cc1ccc(NC(=O)CCC(=O)NNC(=O)c2ccco2)c(C)c1,-8,-3,26,-3,i,0,8,0,-4,0
COc1ccc(CC(=O)NC2CCSc3ccccc32)cc1OC (stereo unspecified),3,-2,13,0,i,-1,-13,17,5,-4
CC(CN1CCC(n2nccc2NC(=O)C2CCCC2)CC1)c1ccccc1 (stereo unspecified),-7,3,-4,-2,i,-1,-34,30,-7,-1
CCCn1c(SCC(=O)NC2CCCCC2)nnc1-c1ccncc1,0,-14,15,3,i,0,-13,·,5,·
COc1cccc2cc(C(=O)NCc3ccccc3)c(=N)oc12,14,40,-20,2,i,5,-36,0,0,4
N/C(=N\OC(=O)Nc1ccccc1)c1ncc(C(F)(F)F)cc1Cl,3,1,-115,8,i,4,-30,13,-3,0
CNC(=S)N1CCc2ccccc2C1,2,-3,13,-1,i,0,-34,9,2,4
C=CCN1C(=O)C2(OCCCO2)c2cc(CCCC)ccc21,4,-7,-7,5,i,·,-16,7,1,0
O=S(=O)(CCSc1nc2ccccc2o1)c1nc2ccccc2s1,11,10,-28,2,i,14,13,-2,0,-23
COc1ccc(NC(=S)NNC(=O)c2cccs2)cc1,9,42,-81,-7,i,-1,-79,13,-6,5
Cc1ccc(-c2nn(C)c(=O)c3ccccc23)cc1S(=O)(=O)N1CCOCC1,·,·,·,3,i,2,-22,3,-5,-2
O=C(O)CCC(=O)Nc1ccc(OCC(=O)O)cc1,-6,-13,-3,5,i,-2,-6,15,2,-1
COc1ccc(CNS(=O)(=O)c2ccc(Br)s2)cc1,-1,-19,2,-4,i,-3,-30,22,-14,0
Cc1ccccc1NC(=O)CCCNC(=O)c1ccc(Cl)cc1,4,8,7,-1,i,5,-1,24,-1,-2
Cc1nc2ccccc2n1S(=O)(=O)c1ccc(S(=O)(=O)N2CCCCCC2)cc1,-1,-7,27,1,i,-1,-14,20,-2,0
O=C(Nc1cccnc1)c1ccc(Cl)c(S(=O)(=O)N2CCc3ccccc32)c1,4,-1,-9,2,i,-1,-31,38,-3,0
CCOC(=O)COc1ccccc1/C=N\NC(=O)c1cc2c(ccc3ccccc32)o1,3,2,9,2,i,·,-7,25,3,-2
COC(=O)c1c(C)[nH]c(O)c1C=Nc1ccc(C#N)cc1,-13,3,11,0,i,1,-6,15,3,-4
COCCNS(=O)(=O)c1ccc(-c2ccc(S(=O)(=O)NCCOC)cc2)cc1,·,·,·,4,·,1,10,·,-4,·
Cc1nn(S(=O)(=O)c2ccc(Cl)cc2)c(C)c1Sc1ccc([N+](=O)[O-])cc1,0,3,23,-4,i,-2,10,37,-10,-2
Cc1ccc(CNC(=O)CCCNS(=O)(=O)c2cccc3nonc23)cc1,-4,-10,-12,2,i,-2,-9,15,-3,-6
CCC(=O)Nc1ccc2c(c1)ncn2-c1ccccc1,11,19,-75,4,i,2,-63,13,8,0
CCOC(=O)N1CCN(C(=O)C2CCC(CNS(=O)(=O)c3ccccc3)CC2)CC1 (stereo unspecified),-5,2,-8,0,i,-1,-6,-5,1,2
Cc1ccc2[nH]c(C)c(CC(=O)NCc3ccccc3)c2c1,6,-1,-11,0,i,-2,-14,15,4,3
COc1ccc(C(C)=O)cc1COC(=O)Cc1cc(OC)c(OC)c(OC)c1,8,23,9,0,i,-2,-22,30,1,-2
O=C(NCCc1cccs1)c1ccc(Cl)c(Cl)c1,27,39,-209,2,i,-1,-119,7,3,0
CCN(C(=O)c1c(C)cc(=O)oc1C)c1ccc2c(c1)OCO2,-10,2,-32,1,i,0,-28,-1,0,2
Cc1nn(-c2ccccc2)c(=S)n1-c1ccccc1,-1,-7,19,0,i,1,20,15,3,-2
COc1ccccc1OCC(=O)Nc1ccc(S(=O)(=O)N(C)c2ccccc2)cc1,-2,3,5,7,i,3,-9,10,1,2
CCn1cc(C(=O)NCC2COc3ccccc3O2)c2cc(OC)c(OC)cc2c1=O (stereo unspecified),-9,15,13,1,i,8,-20,17,3,3
Cc1cccc(CSC2=CS(=O)(=O)c3ccccc3N2)c1,4,-15,-3,-2,i,-4,-24,-22,2,-3
CSc1nc2ccc(N3C(=O)C4CCCCC4C3=O)cc2s1 (stereo unspecified),7,16,-36,2,i,-2,-34,-11,8,2
CS(=O)(=O)N(CC(N)=O)Cc1ccc(Cl)cc1,-6,-14,8,0,i,0,-1,7,-4,-1
Cc1ccc(CNC(=O)CSc2nc(N3CCCCC3)nc(N3CCCCC3)n2)cc1,2,0,14,-3,i,-1,-22,11,-6,1
O=C(CN1C2CCCC1CC(NC(=O)C1CCCCC1)C2)Nc1ccccc1C(F)(F)F (stereo unspecified),-4,13,8,-4,i,1,2,15,-2,1
Cc1cc2c(ncn2Cc2ccccc2)c(N)c1C,17,47,20,2,i,-2,-7,-18,4,3
COc1ccc(C(C)=O)cc1COC(=O)c1ccc(S(=O)(=O)N2CCOCC2)cc1,2,-5,-16,-3,i,4,13,1,-6,4
CC1(C)NC(=O)N(CCCCOc2ccc(Cl)cc2C=O)C1=O,-24,-27,-8,3,i,-3,-1,2,10,5
Cc1cc2occ(CC(=O)N(CCC(C)C)c3c(N)n(Cc4ccccc4)c(=O)[nH]c3=O)c2cc1C,-3,-1,17,·,i,8,·,-8,·,0
Cc1ccc2c(c1)N(CC(=O)NC1CCCC1)C(=O)C(C)O2 (stereo unspecified),2,13,10,2,i,-2,-13,-3,1,1
O=C(COc1ccc2c3c(c(=O)oc2c1)CCC3)Nc1ccc(CN2CCOCC2)cc1,0,11,-14,-2,i,-4,-7,27,-6,1
CCOC(=O)c1oc2c(C)c(O)ccc2c(=O)c1-c1nncn1-c1ccccc1,-11,-4,-5,-3,i,2,-9,24,-3,-5
CCCOc1ccccc1C1NC(=O)NC(C)=C1C(=O)OCc1ccccc1 (stereo unspecified),2,9,31,2,i,-2,-14,23,0,-3
C#CCOCCOCCOCCNc1nc(N2CCN(C(=O)[C@H](CCC(=O)O)n3cc(C(N)CO)nn3)CC2)nc(N2CCN(C(=O)[C@H](CCCCN)n3cc(C(N)CC(C)C)nn3)CC2)n1 (stereo partly specified),-13,-17,3,·,·,·,·,28,·,3
O=C(NC1CCN(Cc2ccccc2)CC1)C1CCN(S(=O)(=O)c2ccccc2)CC1,1,-10,-3,2,i,1,-8,32,5,2
O=C(O)c1ccc(NC(=S)N2CCCCC2)cc1,-15,-14,-27,10,i,-2,-14,18,-3,0
CC1(C(=O)Nc2nnc(SCc3ccccc3)s2)Cc2ccccc2C(=O)O1 (stereo unspecified),-3,1,5,3,i,-6,-8,16,-2,3
COc1ccc(N2C(=O)C(Cl)=C(N3CCCC3)C2=O)cc1,1,11,-20,4,i,·,5,8,9,-1
COc1cccc(CNC(=O)c2ccc(C)c(NC3=NC4CS(=O)(=O)CC4S3)c2)c1 (stereo unspecified),-3,-8,-30,-2,i,1,-19,6,-6,-4
O=C(Nc1ccc(F)cc1)c1cccc2c1C(=O)N(Cc1ccccn1)C2,·,·,·,2,·,-6,-12,·,-2,·
# (list continues)
SMILES,HSF1 inh,HSF-1 act,aSyn 5UTR inh,HSP90 inh,PolyA inh,GSK3A inh,KLF5 inhibitor,AI-2 QS modul,IEC-6 cytotox,GSK3beta inhib
CCn1c(SC(C)C)nnc1-c1cc(-c2ccccc2)sc1N,52,?,-171,2,i,0,-97,0,-3,-3
CC(=O)Nc1cccc(C(=O)OCC(=O)NNC(=O)c2cccs2)c1,-2,2,12,·,i,-2,·,15,·,-1
COC(=O)c1cnc(SCc2ccc([N+](=O)[O-])cc2)n1C,11,20,2,2,i,-1,-17,6,4,-1
COc1ccccc1/C=C/C=c1\sc2nc(=O)c(Cc3ccccc3)nn2c1=O,-6,9,-14,3,i,0,14,38,-5,0
Fc1ccccc1NC(=S)NCCc1ccccc1,10,8,-118,0,i,-1,-85,-8,-6,0
C/C(=N\N=C(/C)c1cccc(N)c1)c1cccc(N)c1,28,64*,-111,·,i,-2,·,10,·,0
C=CCn1c(N)c(C(=O)Nc2ccc(C)cc2)sc1=S,4,22,-149,-2,i,1,-105,5,5,2
Cc1cc(N2CCOCC2)ccc1/C=C\[N+](=O)[O-],75,80*,-101,3,i,-2,-14,-16,1,1
COc1ccc(CC(=O)Nc2ccc3c(c2)CCC3)cc1S(=O)(=O)N1CCOCC1,-1,5,17,0,i,-2,-23,12,2,-1
COc1ccc2oc(C(=O)OCC(=O)N3CCN(C(C)=O)CC3)c(C)c2c1,-5,-7,0,·,i,1,·,8,·,-1
